TEAD-YAP inh – TEAD-YAP interaction inhibition | inhibition, % at 9.12 µM | 640,000 tested, 1.4% active | HEK-TIYL cells, TEAD-Gal4/YAP UAS-luciferase luminescence; in the data active = inhibition above about 32%;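 note: 0% = median of test compound wells and 100% = reference inhibitor wells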
FBW7 act – activators of human E3 ligase FBW7 | Q969H0 | AlphaScreen FBW7–phospho-cyclin E peptide binding, activator screen | normalized activity (activation), % at 26.1 µM | 650,000 tested, 0.13% active | AID 1259310; in the data active = normalized activity above about 1.9%;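 note: purified mutant Fbw7 with reduced substrate affinity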
MITF primary – blocks human microphthalmia-associated transcription factor | O75030 | inhibition, % at 2.6 µM | AlphaScreen MITF homodimerization, bead proximity signal | 650,000 tested, 0.91% active | AID 1259374; in the data active = inhibition above about 50%;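 note: 0% = vehicle wells with protein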
Target sequence (O75030 whole entry, looked up): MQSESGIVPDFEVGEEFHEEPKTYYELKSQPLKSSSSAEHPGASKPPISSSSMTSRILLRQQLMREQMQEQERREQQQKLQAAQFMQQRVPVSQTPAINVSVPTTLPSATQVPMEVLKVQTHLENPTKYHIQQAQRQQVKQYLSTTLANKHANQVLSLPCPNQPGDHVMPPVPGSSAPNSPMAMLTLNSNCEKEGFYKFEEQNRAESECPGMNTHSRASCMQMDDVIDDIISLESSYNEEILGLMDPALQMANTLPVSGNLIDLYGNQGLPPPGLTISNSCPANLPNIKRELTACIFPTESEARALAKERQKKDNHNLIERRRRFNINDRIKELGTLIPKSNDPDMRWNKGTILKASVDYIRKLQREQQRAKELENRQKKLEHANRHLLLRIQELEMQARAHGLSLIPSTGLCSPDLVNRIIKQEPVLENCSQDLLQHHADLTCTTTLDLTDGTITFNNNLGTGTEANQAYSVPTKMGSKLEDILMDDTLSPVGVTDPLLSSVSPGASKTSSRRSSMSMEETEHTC
GPR151 activ – activates the human receptor GPR151; activation, % at 11.2 µM; PathHunter beta-arrestin GPR151 cells, luminescence; 650,000 tested, 1% active; Q8TDV0; in the data active = activation above about 4.9%;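 note: 0% = median of compound wells and 100% = cells with positive control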
Target sequence (Q8TDV0 whole entry, looked up): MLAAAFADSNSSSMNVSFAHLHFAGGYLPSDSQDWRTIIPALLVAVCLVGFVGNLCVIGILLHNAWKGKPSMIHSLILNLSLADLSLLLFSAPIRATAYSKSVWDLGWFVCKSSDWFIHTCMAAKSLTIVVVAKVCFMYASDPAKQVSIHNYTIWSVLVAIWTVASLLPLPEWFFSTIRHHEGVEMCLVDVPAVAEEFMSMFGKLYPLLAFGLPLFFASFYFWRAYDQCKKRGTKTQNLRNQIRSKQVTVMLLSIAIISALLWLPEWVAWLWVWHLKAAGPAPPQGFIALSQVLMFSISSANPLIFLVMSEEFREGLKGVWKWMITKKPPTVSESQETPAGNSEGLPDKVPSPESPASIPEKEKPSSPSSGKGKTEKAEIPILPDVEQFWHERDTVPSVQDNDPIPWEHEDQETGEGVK
The depositor's hits bear a star; & = joins results of further samples.

entry | SMILES | FBW7 act | TEAD-YAP inh | GPR151 activ | MITF primary
1 | Cc1sc(NC(=O)CN(Cc2ccccc2)C(=O)C2CC2)c(C(N)=O)c1C | 0.0 | -2 | -1.1 | -8
2 | O=c1c2cnc3nc4ccccc4n3c2nc2ccccn12 | -0.1 | 3 | -0.3 | -3
3 | COc1cccc(CC(=O)Nc2ccc(-c3nnc4n3CCCCC4)cc2)c1 | -0.2 | -3 | 2.5 | 9
4 | Clc1cccc(C2Oc3ccccc3C3CC(c4ccccc4)=NN32)c1Cl (centres undefined) | -0.3 | -29 | -1.2 | 0
5 | O=C(NCc1nnc2n1CCN(Cc1ccc(F)cc1)CC2)c1ccccn1 | 0.0 | -1 | 0.9 | 16
6 | CCN(CC)c1ccc(/C=N/Nc2nn[nH]n2)c(O)c1 | 0.0 | -3 | 0.3 | -12
7 | CCOC(=O)C1CCCN(C(=O)c2ccc(Sc3ccc(F)cc3)c([N+](=O)[O-])c2)C1 (centres undefined) | -0.3 | 1 | 1.6 | 8
8 | CCc1ccc(NC(=O)C(=O)N/N=C(\C)CC(=O)NC(C)C)cc1 | 0.0 | 0 | 0.8 | 6
9 | Cc1ccc(S(=O)(=O)NCC(=O)OCCOc2ccc(Cl)cc2)cc1 | 0.0 | 3 | -1.2 | 13
10 | COc1ccc(N(C(C)C(=O)N2CCC(C(N)=O)CC2)S(C)(=O)=O)cc1 (centres undefined) | -0.3 | -12 | -1.0 | -3
11 | COC(=O)c1ccc2c(=O)n(CCN3CCOCC3)c(SCC(=O)Nc3cccc(OC)c3)nc2c1 | -0.1 | -2 | 0.4 | 7
12 | CCOc1ccc2nc(NCCNC(=S)NCCCOC)c(C#N)cc2c1 | -0.3 | -26 | -0.6 | 0
13 | CCCN(CCC)S(=O)(=O)c1ccc(C(=O)Nc2cccc(C)c2)cc1 | 0.1 | -15 | 3.5 | -4
14 | Cc1ccccc1NC(=O)N1CCC(Cn2c(COc3ccccc3)nc3ccccc32)CC1 | 0.0 | -6 | 1.0 | 2
15 | CC(=O)c1ccc(S(=O)(=O)N2CCc3nc(N4CCOCC4)[nH]c(=O)c3C2)cc1 | -0.1 | 7 | 3.2 | -2
16 | O=C(O)C1CCCCC1C(=O)N1CCc2ccccc21 (centres undefined) | -0.1 | 2 | -0.6 | 11
17 | O=[N+]([O-])c1ccc(NCCCNS(=O)(=O)c2ccc(Cl)cc2)c(Cl)c1 | -0.4 | 1 | 3.7 | 6
18 | CCOC(=O)c1ccc(N2NC(=O)/C(=C/C=C/c3cccc([N+](=O)[O-])c3)C2=O)cc1 | 0.1 | -3 | 0.0 | -5
19 | O=S(=O)(c1ccc2c(c1)OCCO2)N1CCC(O)(c2ccc(Cl)cc2)CC1 | -0.1 | 2 | -0.6 | -6
20 | COc1ccc(N2C(=O)C3C(c4ccc(C)cc4)OC4(C(=O)c5ccccc5C4=O)C3C2=O)cc1 (centres undefined) | 0.8 | 3 | -0.8 | 11

3 entries picked at random from the list so far:
entry | SMILES | FBW7 act | TEAD-YAP inh | GPR151 activ | MITF primary
5 | O=C(NCc1nnc2n1CCN(Cc1ccc(F)cc1)CC2)c1ccccn1 | 0.0 | -1 | 0.9 | 16
10 | COc1ccc(N(C(C)C(=O)N2CCC(C(N)=O)CC2)S(C)(=O)=O)cc1 (centres undefined) | -0.3 | -12 | -1.0 | -3
6 | CCN(CC)c1ccc(/C=N/Nc2nn[nH]n2)c(O)c1 | 0.0 | -3 | 0.3 | -12

Going on with the list:
entry | SMILES | FBW7 act | TEAD-YAP inh | GPR151 activ | MITF primary
21 | CCOCCCNC(=O)c1ccc2c(c1)nc(C)n2-c1cccc(OC)c1 | 0.5 | 5 | -1.8 | 5
22 | COc1ccc(C(=O)NC2CC2)cc1OC1CCN(CC2CCOC2)CC1 (centres undefined) | 0.0 | -1 | -1.5 | 1
23 | CCC(=O)N(Cc1cc2ccc(C)c(C)c2n2nnnc12)CC1CCCO1 (centres undefined) | -0.4 | -4 | -1.3 | -7
24 | CC(C)CCn1c(N2CCC(C)CC2)nc2c1c(=O)n(C)c(=O)n2C | -0.1 | 24 | 1.6 | -18
25 | CSc1ccccc1C(=O)Nc1cccc([N+](=O)[O-])c1C | 0.3 | 3 | -1.2 | 6
26 | COCCn1c(SCC(=O)NC(C)(C)C)nnc1C(C)C | -0.1 | -10 | -1.0 | -1
27 | O=S(=O)(c1cccc2nonc12)N1CCN(c2ccc(F)cc2)CC1 | 0.2 | -2 | -0.7 | 3
28 | CCCCC(=O)N/N=C(\C)CC(=O)Nc1cc(OC)c(Cl)cc1OC | 0.1 | -5 | -0.2 | 12
29 | NNC(=O)c1cn(-c2ccccc2)nc1-c1cccnc1 | 0.2 | 13 | -2.0 | 15
30 | COc1ccc(CCNc2nc(-c3cccc(N)c3)nc3nc[nH]c23)cc1 | -0.3 | -3 | -2.0 | 1
31 | COC(=O)c1ccccc1NC(=O)CSc1n[nH]c(-c2ccccc2)n1 | 0.7 | 4 | 5.0* | 11
32 | CCOC(=O)C1CCN(CCC(=O)Nc2ccc(Br)c(C)c2)CC1 | 1.6 | -9 | 10* | 9
33 | CCN(CC)C(=O)Cn1c(=O)oc2ccccc21 | 0.0 | -2 | 0.8 | -7
34 | O=C(c1ccccc1O)N1CCOCC1 | 0.2 | -3 | 2.8 | -21
35 | CC1=NN(C(NC(N)=O)c2ccccc2)C(=O)C1(C)C (centres undefined) | 0.0 | 3 | -0.5 | 0
36 | Nc1nc(SCC(=O)NCc2ccc3c(c2)OCO3)n[nH]1 | 0.0 | -3 | 2.3 | 21
37 | Cn1c2c(c(=O)[nH]c1=O)C(NC(=O)c1ccccc1F)(C(F)(F)F)C(=O)N2 (centres undefined) | -0.2 | 2 | 0.3 | 14
38 | COc1cccc(C(=O)Nc2ccccn2)c1 | 0.0 | -50 | -7.4 | -9
39 | CC1CN(C)C(C)C/C1=N/OC(=O)c1ccc(Br)cc1 (centres undefined) | 0.3 | -7 | -0.9 | -5
40 | COc1cccc(NC(=O)Cn2c(=O)n(Cc3ccncc3)c(=O)c3ncccc32)c1 | 0.0 | 5 | -1.0 | 30
41 | CC(C)N1C(=O)/C(=C/c2ccc([N+](=O)[O-])o2)SC1=S | 0.1 | 13 | -0.4 | 29
42 | COc1ccccc1NC(=O)Nc1cc(C)cn(Cc2ccccc2Br)c1=O | 0.0 | 5 | 0.5 | 14
43 | COc1ccc(OC)c2nc(-c3ccc4c(c3)OCO4)ccc12 | 0.2 | -75 | 0.5 | 2
44 | OCCCNc1ccc2ncc(-c3ccccc3CO)n2n1 | -0.1 | -2 | -1.3 | -27
45 | OCC1(Cc2ccccc2C(F)(F)F)CCN(C2CCSCC2)CC1 | 0.0 | 9 | 0.1 | -2
46 | CC(O)CNc1ncnc2c1cnn2-c1ccc(Cl)c(Cl)c1 (centres undefined) | 0.1 | 1 | 1.2 | 8
47 | O=C(c1cc2c(=O)n3ccccc3nc2s1)N1CCCCC1 | -0.1 | -65 | 0.7 | -10
48 | O=C(c1cc(F)c(F)cc1F)N1CCN2C(=O)[C@@H]3CCCN3C(=O)[C@H]2C1 | 0.0 | -6 | -0.1 | -2
49 | COCCNC(=O)c1cn(C[C@H]2CCCN(C(=O)CCc3cc(OC)no3)C2)nn1 | 0.0 | 7 | -0.4 | -3
50 | CC(C)(C)c1ccc(-c2nc3cc(NC(=O)c4cccc(F)c4)ccc3o2)cc1 | 0.0 | 8 | 0.1 | 1
51 | COC(=O)c1ccccc1N(C)S(=O)(=O)c1cc2c3c(c1)CC(=O)N3CCC2 | 0.1 | 6 | 1.2 | 0
52 | O=C(CCc1ccccc1)N1CCN(c2ccc(-n3cccn3)nn2)CC1 | 0.1 | -4 | 2.2 | 11
53 | CCN(CC)C(=O)C1CCCN(c2nc(Nc3ccc(NC(C)=O)cc3)c3[nH]cnc3n2)C1 (centres undefined) | -0.1 | -2 | 1.2 | 9
54 | CC(=O)NC(=Nc1nc2ccccc2o1)NC(C)=O | 0.0&0.0 | -40&-54 | -0.3&-1.1 | 6&-7
55 | C=C(C)Cn1c(SCC(=O)OC)nc2sc3c(c2c1=O)CCC(C(C)(C)C)C3 (centres undefined) | 0.0 | -13 | -1.0 | -11
56 | CSc1ncc(C(=O)Nc2cccc(C(F)(F)F)c2)cn1 | 0.1 | -9 | 3.2 | -12
57 | O=C(COc1ccccc1)NC(C(=O)Nc1nccs1)C12CC3CC(CC(C3)C1)C2 (centres undefined) | -0.2 | -9 | 1.6 | 1
58 | CCNC(=O)C(=O)NCC1CCCN1S(=O)(=O)c1ccccc1 (centres undefined) | 0.3 | 0 | 7.2* | 23
59 | CCOc1ccc(Br)cc1C1C(C#N)=C(N)Oc2n[nH]c(C)c21 (centres undefined) | 0.0 | 1 | 0.9 | 4
60 | N#C/C(=C/c1ccc(I)o1)c1ccc(F)cc1 | 0.1 | -60 | 2.8 | 1
61 | CCOc1ccc(C(=O)NC(=S)Nc2ccc(Cl)cn2)cc1 | -0.1 | -16 | 0.9 | 8
62 | O=C1NC(=Nc2ccc3ccccc3c2)S/C1=C/c1ccco1 | 0.7 | -34 | -0.3 | 13
63 | Cc1cc(C)c2[nH]c(=O)c(NC(N)=S)nc2c1 | 0.2 | -7 | 0.1 | -3
64 | Nc1nc(NC2CC2)cc(-c2ccccc2)n1 | 0.1 | -31 | -0.6 | -5
65 | Cc1ccc2nc(C3C(=O)c4ccccc4C3=O)ccc2c1 | 0.3 | 54* | 2.9 | 4
66 | CC(=O)NCCNC(=O)C1(c2ccc(Cl)cc2)CCC1 | -0.1 | 5 | 0.4 | 11
67 | CCNc1cc(N2CCN(S(=O)(=O)c3ccc(C)c(C)c3)CC2)ccc1[N+](=O)[O-] | 0.0 | 3 | 1.5 | -12
68 | O=C(CN(C(=O)CNC(=O)c1cccs1)c1ccc2c(c1)OCO2)NC1CCCCC1 | 0.3 | 2 | 0.0 | 17
69 | CCCN(CC(=O)NC(=O)NCc1ccccc1)CC(=O)Nc1ccc(F)c(F)c1F | 0.3 | 6 | -0.3 | 9
70 | CC(C)C(=O)NCCc1c[nH]c2ccccc12 | 0.7 | 5 | -0.2 | -2
71 | Cc1cc(C)c2[nH]c(=O)c(CN(CCO)C(=O)c3ccco3)cc2c1 | -0.1 | 5 | 0.4 | -6
72 | CCOc1cc([N+](=O)[O-])cc(C=Nc2ccc(N3CCN(CCO)CC3)cc2)c1O | -1.4 | 3 | 1.9 | 16
73 | O=C(NCC1CCCO1)c1ccc(C(=O)c2ccccc2)cc1 (centres undefined) | -0.3 | -9 | 1.4 | -5
74 | O=C(Nc1ccccc1C(=O)O)c1ccc(NC(=O)C2CC2)cc1 | 0.0 | 27 | -4.5 | -11
75 | Cc1occc1C(=O)N/N=C/c1c(O)ccc2ccccc12 | -0.7 | 47* | 0.5 | -9
76 | CCOc1ccc(CNc2cccc(F)c2)cc1 | 0.0 | -5 | -0.9 | -16
77 | Cc1ccc(C(=O)Nc2cc(Cl)ccc2N2CCN(C)CC2)cc1 | 0.1 | -2 | -0.3 | 10
78 | Cc1cc(=O)[nH]c(-n2ncc(C(=O)N3CCc4ccccc4C3)c2C)n1 | -0.6 | -4 | 0.4 | 13
79 | COCCNC(=O)CN1C(=O)C(C(C)C)Oc2ccc(C)cc21 (centres undefined) | 0.0 | 5 | 0.4 | 5
80 | CCOc1ccc(C(C)=O)cc1N1C(=O)C2C3C=CC(O3)C2C1=O (centres undefined) | 0.0 | 8 | -0.7 | -9

Next part
entry | SMILES | FBW7 act | TEAD-YAP inh | GPR151 activ | MITF primary
81 | CCOC(=O)c1sc(NC(=O)CSc2nnc(CNC(=O)c3cccs3)n2C2CCCCC2)c(C(=O)OCC)c1C | 0.3 | 8 | -1.0 | -4
82 | CCOC(=O)C1CCCN(C(=O)c2nn(-c3ccc(OCC)cc3)c(=O)c3ccccc23)C1 (centres undefined) | 0.2 | 7 | -0.4 | -4
83 | CCCC(=O)N(c1ccc2oc(C)c(C(=O)OCC)c2c1)S(=O)(=O)c1ccc(C)cc1 | 0.2 | -8 | -0.6 | 4
84 | CCOC(=O)CSc1nc(N)c(C(=O)Nc2ccc(OC)cc2)s1 | -0.1 | 5 | 1.6 | 3
85 | CCCOCN1C(=O)C(=O)c2ccccc21 | 0.5 | 1 | -1.8 | 15
86 | COCCNC(=O)c1ccc(-c2ccsc2)nc1NCC1CC1 | 0.1 | 0 | -0.4 | 18
87 | O=C1CC2(CCN(C(=O)C3CCCCC3)CC2)Oc2ccccc21 | 0.0 | -2 | -0.8 | -19
88 | COC(=O)Nc1sc2c(c1C(=O)OC)CCC(C(C)(C)C)C2 (centres undefined) | -0.2 | -6 | 0.5 | 2
89 | O=C(NCCCn1ccnc1)c1nn2c(c1Cl)NC(c1ccccc1)CC2C(F)(F)F (centres undefined) | -0.1 | 6 | 0.2 | 8
90 | Cc1c(C(=O)N2CCN(c3cccc(Cl)c3)CC2)sc2ncn(Cc3ccccc3F)c(=O)c12 | 0.1 | -3 | 0.5 | -3
91 | COc1ccc(C2(O)CN(c3ccccc3)C3=[N+]2CCCCC3)cc1OC (centres undefined) | 0.0 | -1 | 0.3 | -7
92 | O=C(N/N=C/c1ccccc1I)c1ccccc1O | 0.1 | -39 | -2.1 | -8
93 | CC(C)c1ccc(NC(=O)C2C3C=CC4(O3)C2C(=O)N(CCCN2CCN(C)CC2)C4C(=O)NC2CCCCC2)cc1 (centres undefined) | 0.0 | -14 | -0.3 | -13

Complete entries from above.
CCOC(=O)c1sc(NC(=O)CSc2nnc(CNC(=O)c3cccs3)n2C2CCCCC2)c(C(=O)OCC)c1C is listed with FBW7 act = 0.3; TEAD-YAP inh = 8; GPR151 activ = -1.0; MITF primary = -4
O=C(N/N=C/c1ccccc1I)c1ccccc1O is listed with FBW7 act = 0.1; TEAD-YAP inh = -39; GPR151 activ = -2.1; MITF primary = -8
